MITF TRPM1 HTS: activators of MITF-driven TRPM1 promoter reporter, primary screen, cell-based, SK-MEL-5, luciferase, single point; SK-MEL-5 TRPM1-promoter luciferase, 24 h; % of positive control, neutral wells = 0; activation, % at 12.5 µM; 0.75% of 300,000 active;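 active = mean activation of at least 80% with every replicate also reaching 80%; inconclusive = mean reaches 80% but some replicate falls short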;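 also: 0% = neutral control wells and 100% = parthenolide positive control wells; values of inactives mirror those of a sister screen read the other way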
NSD2 HMT inh: NSD2 histone methyltransferase inhibitors, primary screen, biochemical, AlphaScreen, single concentration, set 2; AID 743445, 2014; inhibition, % at 12.5 µM; NSD2 peptide methylation, 120 min; Histone-lysine N-methyltransferase NSD2 (Homo sapiens), O96028; 0.54% of 310,000 active; in the data active = inhibition above about 50%
dFosB act: activators of delta FosB homodimer, primary screen, biochemical, fluorescence polarization, TAMRA-CDK5 oligo, single point; Protein FosB (Mus musculus), P13346; purified delta FosB; percent of positive-control signal above neutral wells; activation, % at 25 µM; 0.99% of 340,000 active; AID 493131, 2011;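 active = mean activation above about 17%, with every replicate also reaching it, limit read from the data, passing the limit was not always enough; inconclusive = only one of the two conditions met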;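 also: fluorescence polarization rise as delta FosB binds a TAMRA Cdk5 AP-1 oligo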
Target sequence (P13346 whole entry, looked up): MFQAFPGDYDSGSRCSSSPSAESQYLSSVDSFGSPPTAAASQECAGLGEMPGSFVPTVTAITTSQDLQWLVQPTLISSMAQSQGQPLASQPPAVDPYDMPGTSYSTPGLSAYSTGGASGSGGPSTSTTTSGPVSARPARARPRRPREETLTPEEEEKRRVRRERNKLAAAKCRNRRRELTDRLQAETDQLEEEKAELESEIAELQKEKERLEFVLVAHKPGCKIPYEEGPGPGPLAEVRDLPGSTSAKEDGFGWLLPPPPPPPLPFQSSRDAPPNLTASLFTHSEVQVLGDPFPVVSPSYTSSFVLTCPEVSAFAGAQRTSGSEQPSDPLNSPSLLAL
PKA-R2B act: activators of PKA-R2B holoenzyme, primary screen, biochemical, fluorescence polarization, Cy5-IP20, human. cAMP-dependent protein kinase catalytic subunit beta (Homo sapiens) + cAMP-dependent …. PKA-R2B holoenzyme dissociation; R2B truncated from residue 108, S112A mutant; 0% DMSO only, 100% 113 µM cGMP. activation, % at 11.4 µM. 0.079% of 340,000 active. AID 504700, 2011;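 active = activation above a cutoff set at the mean over all compounds plus 3 SD, cut at about 18% in these data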;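 also: higher means more holoenzyme dissociation and a rise in polarization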
Target sequence (P31323 whole entry, looked up, other chains not shown, the tested form may be a part): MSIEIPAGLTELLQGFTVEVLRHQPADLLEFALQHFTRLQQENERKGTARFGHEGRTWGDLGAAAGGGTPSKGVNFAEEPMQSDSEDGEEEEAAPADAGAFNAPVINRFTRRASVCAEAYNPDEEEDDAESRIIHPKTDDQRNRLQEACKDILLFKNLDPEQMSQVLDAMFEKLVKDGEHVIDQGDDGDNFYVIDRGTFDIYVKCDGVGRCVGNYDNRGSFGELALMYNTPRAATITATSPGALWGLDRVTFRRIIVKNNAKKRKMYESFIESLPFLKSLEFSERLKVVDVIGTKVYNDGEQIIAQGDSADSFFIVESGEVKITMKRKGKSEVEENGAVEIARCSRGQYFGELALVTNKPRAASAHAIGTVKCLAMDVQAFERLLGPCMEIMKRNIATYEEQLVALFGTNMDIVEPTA
PKA-R1A act: activators of PKA-R1A holoenzyme, primary screen, biochemical, fluorescence polarization, Cy5-IP20, bovine R1A, mouse PKAc. cAMP-dependent protein kinase type I-alpha regulatory subunit (Bos taurus) + …. PKA-R1A dissociation; scaled: DMSO 0%, 113 µM cGMP 100%. activation, % at 11.4 µM. 0.083% of 340,000 active. AID 504707, 2011;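 active = percent activation above the mean of all tested compounds plus 3 SD, cut at about 19% in these data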;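 also: higher means more PKAc released from R1A so a rise in polarization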
CDK5 p35 inh: inhibitors of human CDK5/p35 kinase, primary screen, biochemical, single concentration; AID 488839, 2010; 0.01% of 330,000 active; Recombinant CDK5/p35, ADP-Glo luminescence, 60 min; inhibition, % at 10 µM; Cyclin-dependent kinase 5 (Homo sapiens) + Cyclin-dependent kinase 5 activator 1 (Homo …;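 active = highest replicate inhibition of at least 50% and at least 75% of replicates reaching 50%; inconclusive = only one of the two criteria met; inactive = both criteria failed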;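 also: plate controls were DMSO neutral control for no effect and GW8510 at 10 µM for full effect; many of its hits are not listed in these tables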
SR-BI DiI-HDL act: activators of SR-BI mediated DiI-HDL uptake, primary screen, ldlA[mSR-BI] CHO cells, DiI fluorescence | 3 h; 100 = double the neutral-control signal | activation, % at 12.5 µM | 0.096% of 320,000 active | AID 504775, 2011;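 active = mean replicate activation of at least 60% and every replicate at or above 60%; inconclusive = mean or all-replicate condition met, but not both; inactive = mean below 60% and not all replicates reaching 60%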;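 also: 0% = median plate neutral-control signal and 100% = twice that signal; values of inactives mirror those of a sister screen read the other way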
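System: LDL receptor-deficient CHO ldlA cells overexpressing murine SR-BI | Timing: 3 h uptake period with compound, 37 °C | Medium: HEPES-buffered (25 mM, pH 7.4) F12 plus 0.5% BSA | Dosing: Single-point compound dose | Signal: Bottom-read fluorescence, 550/595 nm | Read-out: Retained DiI signal reflecting DiI-HDL uptake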
Mot1-301 SUMO: yeast Mot1-301 growth rescue at high temperature, primary screen, SUMOylation pathway inhibitor project, S. cerevisiae, ATP luminescence, 38.5C; S. cerevisiae Mot1-301 growth rescue; percent above DMSO median, 100 means doubled; growth rescue, % at 18.8 µM; 1% of 320,000 active;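 active = every valid replicate shows activation above 250% relative to neutral control wells; inactive = the rest, any valid replicate at or below 250%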;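 also: OY570 slx delta 5 strain wells were the positive control but not used for scaling; some compounds called inactive have numbers as strong as hits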
Pemphigus Ab inh: inhibitors of pemphigus antibody binding to DSG3, primary screen, biochemical, bead-based, flow cytometry, scFv-GFP. DSG3-coupled beads, scFv-anti-DSG3-GFP binding; hits give low values. AID 588358, 2011. binding (percent of control), % at 10 µM. Desmoglein-3 (Homo sapiens), P32926. 0.48% of 310,000 active;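 active = binding more than 3 SD below its plate's average and above zero; inconclusive = below that plate limit but binding exactly zero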;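 also: hits lower antibody fragment binding to DSG3; some compounds called inactive have numbers as strong as hits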
SR-BI DiI inh: inhibitors of SR-BI mediated HDL lipid uptake, primary screen, ldlA[mSR-BI] cells, fluorescence, single point | ldlA[mSR-BI] CHO cells, DiI-HDL uptake fluorescence, 3 h | AID 488896, 2010 | inhibition, % at 12.5 µM | 0.96% of 320,000 active | Scavenger receptor class B member 1 (Mus musculus), Q61009;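 active = mean replicate inhibition of at least 70% and a set share of replicates each scoring 70 or more; inconclusive = meets just one of the two criteria; inactive = fails both criteria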;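 also: 0% = median of neutral control wells and 100% = median of positive control wells; values of inactives mirror those of a sister screen read the other way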
Arrestin-AP2 inh: inhibitors of beta-arrestin/AP2 binding, primary screen, biochemical, GPCR trafficking, flow cytometry | beta-arrestin 1 C-terminal peptide binding to AP2 beta2-adaptin appendage (human) | FITC-arrestin peptide / GST-AP2 beads; AP2 beta2 appendage carries R879A mutation | inhibition, % at 10 µM | 0.31% of 340,000 active;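 active = inhibition above a set limit, near 3 SD of compounds lacking own fluorescence, cut at about 54% in these data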;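 also: plate controls were DMSO wells for no effect and 5 µM unlabelled arrestin peptide for full effect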
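System: GST-tagged AP2 beta2-adaptin appendage (R879A) on 4 µm glutathione beads / Reagent: FITC-arrestin peptide, 50 nM / Detection: HyperCyt-sampled flow cytometry, FL1 channel, ex 488/em 535 nm / Timing: 12 min plus 1 h, RT / Buffer or medium: PBS plus Tween 20 (0.05%) and BSA (0.1%)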
The depositor's hits bear a star; ? = inconclusive; / = not tested or not shown.

MITF TRPM1 HTS,NSD2 HMT inh,dFosB act,PKA-R2B act,PKA-R1A act,CDK5 p35 inh,SR-BI DiI-HDL act,Mot1-301 SUMO,Pemphigus Ab inh,SR-BI DiI inh,Arrestin-AP2 inh,compound
-14,/,-13,-6,3,-1.5,9,77,101,-9,20,O=C(NCC1CCCO1)c1ccc(CS(=O)(=O)c2ccc(Br)cc2)o1 (configuration not stated)
-3,2,-15,-10,-17,0.3,-23,-9,94,23,8,Cc1ccc(N(CN2C(=O)C3CC=CCC3C2=O)C(=O)c2ccco2)cc1Cl (configuration not stated)
2,-1,-4,3,-3,0.0,7,165,105,-7,21,CCn1c(SCCC(=O)Nc2ccccc2)nnc1-c1ccc(OC)cc1
3,/,2,4,0,1.4,3,-25,99,-3,4,COc1cc(OC)c2c(-c3ccccc3)cc(=O)oc2c1C(CCN1CCN(c2ccccc2)CC1)c1ccc(N(C)C)cc1 (configuration not stated)
-6,-1,4,-14,-4,0.7,5,514,99,-5,-7,CC(=O)N1CCc2cc(S(=O)(=O)NCCC(=O)Nc3cccc(C)c3C)ccc21
2,-1,-7,-7,-4,-0.9,25,/,90,-25,-4,O=C(NNc1nc(N2CCCC2)nc(N2CCCC2)n1)c1ccccc1
14,2,-7,6,-3,0.2,-18,-25,107,18,1,C=C1c2cc(OC)ccc2NC(=O)N1CC
4,2,1,2,-6,-1.5,15,1,108,-15,-6,COc1ccccc1C(=O)NCC(=O)OCC(=O)Nc1nnc(-c2ccccc2)o1
2,-1,-11,0,9,0.7,3,-11,112,-3,-3,O=C(COC(=O)c1ccc(O)cc1)Nc1ccc(S(=O)(=O)N2CCOCC2)cc1
12,3,8,-16,-5,0.8,-12,17,98,12,6,Fc1ccc(OCCCCCN2CCCC2)cc1
67,-1,39*,-5,-2,0.1,-18,-2,104,18,0,Cc1nn(-c2ccc(F)cc2)c(Cl)c1/C=N/NC(=O)c1cccs1
-1,1,-14,-11,-8,0.9,0,-1,78,0,7,Cc1ccc(OCCC(=O)OCC(=O)c2ccc3c(c2)NC(=O)CO3)cc1
8,-1,6,-8,3,0.2,20,-10,103,-20,-4,COc1ccc(CCN2C(=O)CC(NNC(=O)c3ccccc3Br)C2=O)cc1OC (configuration not stated)
1,8,-3,-16,7,-1.4,8,-7,102,-8,24,O=C1C(Cc2ccc(O)cc2)NC(=S)N1C1CCCCC1 (configuration not stated)
-13,-1,0,6,6,-5.8,-20,43,73*,20,-3,CN(C)S(=O)(=O)N1CCN(S(=O)(=O)c2ccc3ccccc3c2)CC1
?,2,1,5,1,0.0,10,/,106,-10,30,Cn1ccnc1SCC(=O)Nc1ccc(Oc2ccccc2)cc1
-6,-4,7,-1,-2,2.1,12,1,105,-12,0,Cc1nc2scc(-c3ccccc3)c2c(=O)n1N
2,1,-1,-2,8,1.1,-50,-7,107,50,-3,C=CCn1c(COc2ccccc2)nnc1SCc1ccc(C#N)cc1
3,-1,0,4,-1,-1.2,8,20,96,-8,-7,Cc1ccc(C)c(CN2CCNC2=O)c1
66,5,1,8,7,0.7,-4,1,98,4,7,C1=Nc2ccccc2CN1c1ccccc1

Three compounds out of the list, ordered by number of heavy atoms, falling:
MITF TRPM1 HTS,NSD2 HMT inh,dFosB act,PKA-R2B act,PKA-R1A act,CDK5 p35 inh,SR-BI DiI-HDL act,Mot1-301 SUMO,Pemphigus Ab inh,SR-BI DiI inh,Arrestin-AP2 inh,compound
8,-1,6,-8,3,0.2,20,-10,103,-20,-4,COc1ccc(CCN2C(=O)CC(NNC(=O)c3ccccc3Br)C2=O)cc1OC (configuration not stated)
?,2,1,5,1,0.0,10,/,106,-10,30,Cn1ccnc1SCC(=O)Nc1ccc(Oc2ccccc2)cc1
14,2,-7,6,-3,0.2,-18,-25,107,18,1,C=C1c2cc(OC)ccc2NC(=O)N1CC

Next section
MITF TRPM1 HTS,NSD2 HMT inh,dFosB act,PKA-R2B act,PKA-R1A act,CDK5 p35 inh,SR-BI DiI-HDL act,Mot1-301 SUMO,Pemphigus Ab inh,SR-BI DiI inh,Arrestin-AP2 inh,compound
-4,-3,-5,-1,-7,-2.2,2,-3,110,-2,-10,CCOCCCn1c(SCc2ccccc2)nnc1-c1ccncc1
0,/,0,-6,1,-0.1,9,18,104,-9,-4,CC(C)(C)NC(=O)C1CC(=O)OC1(C)C (configuration not stated)
-1,-2,-8,-10,-2,-1.0,8,-9,103,-8,-2,C=C(C)c1cccc(C(C)(C)NC(=O)N2CCCC2)c1
6,-2,-1,5,5,2.0,-9,-9,96,9,-4,CC(NC(=O)c1ccc(F)cc1Cl)C1CC2CCC1C2 (configuration not stated)
/,/,-2,-19,11,-1.1,13,4,104,-13,5,Cc1ccc(S(=O)(=O)N(CC(O)CN2CCCCC2)c2ccccc2)cc1 (configuration not stated)
7,/,-1,-3,11,-0.5,9,-20,108,-9,23,CCCCCCSc1ccc([C@@H]2[C@@H]3C(=O)N(C)C(=O)[C@@H]3[C@]3(C(=O)OC)CCCCN23)cc1OC
4,2,-24,11,4,-2.6,-42,19,98,42,1,CCOC(=O)c1oc2ccccc2c1NC(=O)c1ccccc1OC
-2,0,-2,-5,-1,-2.4,13,-7,102,-13,-15,CCc1cc(=O)[nH]c(SCc2ccc(C)cc2)n1
-2,5,-3,-16,-1,-0.9,23,-3,94,-23,35,Cc1noc(NC(=O)c2ccc(Cl)c(Cl)c2)c1Cl
0,0,6,-6,1,1.1,4,-1,106,-4,-2,CCOCCSc1nnc2nc(C)cc(C)n12
26,-1,-4,-7,2,-0.2,-15,8,106,15,6,CCOc1ccc(NC(=O)Nc2ccc3c(c2)nnn3C)cc1
1,8,-4,6,0,-2.0,/,2,/,/,-6,CC(=O)Nc1sc(NC(=O)c2ccco2)nc1-c1cccs1
-6,2,3,2,-5,-2.0,3,15,101,-3,1,COC(=O)c1c(C)[nH]c(C(=O)C(C)OC(=O)C2CC2)c1C (configuration not stated)
13,1,-3,3,3,-2.7,-32,-10,115,32,-9,COc1ccccc1NC(=O)CSc1nccn1Cc1ccc(F)cc1
4,-1,-5,-7,-5,0.7,-3,10,108,3,-13,CCCCN(C(=O)c1ccc(N2CCCC2=O)cc1)c1c(N)n(CC(C)C)c(=O)[nH]c1=O
/,0,-11,-16,3,-7.6,1,-13,97,-1,5,Cc1cccc(NC(=O)CSc2nnc(C)n2Cc2ccccc2)c1
-2,-1,3,7,0,-1.2,7,-12,107,-7,7,O=C(O)c1ccccc1CSc1nc2ccccc2n1Cc1ccccc1C(=O)O
-9,/,-1,-10,-9,-3.4,6,23,106,-6,9,CC(C)(C)OC(=O)N1CCC(NC(=O)c2[nH]cnc2C(=O)N[C@@H](Cc2ccccc2)C(=O)OCc2ccccc2)CC1

Full records, quoted from the list. Values in the order: MITF TRPM1 HTS | NSD2 HMT inh | dFosB act | PKA-R2B act | PKA-R1A act | CDK5 p35 inh | SR-BI DiI-HDL act | Mot1-301 SUMO | Pemphigus Ab inh | SR-BI DiI inh | Arrestin-AP2 inh
Entry for CCOCCSc1nnc2nc(C)cc(C)n12 = 0 | 0 | 6 | -6 | 1 | 1.1 | 4 | -1 | 106 | -4 | -2
Entry for CCOCCCn1c(SCc2ccccc2)nnc1-c1ccncc1 = -4 | -3 | -5 | -1 | -7 | -2.2 | 2 | -3 | 110 | -2 | -10
Entry for Cc1ccc(S(=O)(=O)N(CC(O)CN2CCCCC2)c2ccccc2)cc1 (configuration not stated) = / | / | -2 | -19 | 11 | -1.1 | 13 | 4 | 104 | -13 | 5
Entry for CCOc1ccc(NC(=O)Nc2ccc3c(c2)nnn3C)cc1 = 26 | -1 | -4 | -7 | 2 | -0.2 | -15 | 8 | 106 | 15 | 6
Entry for COC(=O)c1c(C)[nH]c(C(=O)C(C)OC(=O)C2CC2)c1C (configuration not stated) = -6 | 2 | 3 | 2 | -5 | -2.0 | 3 | 15 | 101 | -3 | 1

Bioassay records from PubChem BioAssay.
